# Source: PubChem BioAssay (several laboratories)
# OX1R antag-1: OX1R (human) antagonism; OX1R-expressing cells, FRET antagonist read-out; inhibition, % at 6.6 µM; hit rate 1.8% among 330,000; AID 485270; in the data active = inhibition mostly above about 38%, no sharp cut-off; inactive = mostly below about 40%;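 also: 0% = agonist challenge alone and 100% = reference antagonist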
# Target sequence (O43613 whole entry, looked up): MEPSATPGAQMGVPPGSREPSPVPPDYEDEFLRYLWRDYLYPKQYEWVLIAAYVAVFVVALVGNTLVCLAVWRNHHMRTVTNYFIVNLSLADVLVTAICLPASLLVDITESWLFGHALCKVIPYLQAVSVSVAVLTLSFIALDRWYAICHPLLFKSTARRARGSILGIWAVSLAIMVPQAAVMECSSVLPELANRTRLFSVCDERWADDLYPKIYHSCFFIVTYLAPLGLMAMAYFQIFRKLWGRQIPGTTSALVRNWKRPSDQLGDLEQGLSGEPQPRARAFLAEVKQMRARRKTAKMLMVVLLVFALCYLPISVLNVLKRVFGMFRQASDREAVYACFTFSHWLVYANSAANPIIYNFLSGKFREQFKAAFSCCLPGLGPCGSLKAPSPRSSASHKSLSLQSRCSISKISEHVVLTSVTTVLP
# CHT allo act: human CHT allosteric activation | CHT-expressing cells, membrane potential dye, choline EC20; active compounds read high; LV-AA mutant CHT in HEK293 cells | AID 488977 | hit rate 0.49% among 310,000 | B-score at 10 µM | Q9GZV3;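 active = initial fluorescence not abnormally high and integrated response B-score, plate-corrected, over 3 SD above library mean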
# OX1R antag-2: antagonists of human orexin 1 receptor; CHO/OX1R cells, Fluo-8 calcium fluorescence, orexin A; inhibition, % at 5 µM; hit rate 0.43% among 330,000; AID 434989;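 active = inhibition above its plate's threshold, mean inhibition of all tested compounds on the plate plus 3 SD, cut at about 37% in these data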;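 also: 0% = orexin A challenge wells and 100% = SB-334867-A antagonist wells; not every result past the cut was called active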
# Starred values were filed as active, the others as inactive; i = inactive; · = no result given.
# Start of the listing, in advance, 3 compounds:
SMILES,OX1R antag-1,CHT allo act,OX1R antag-2
O=C(OCC(=O)N1CCCc2ccccc21)c1cccc(C(F)(F)F)c1,13,i,-41
Cc1ccc(C2CN(c3ccccc3)CC2C(=O)c2ccc(F)cc2)cc1 (centres undefined),7,i,-17
Cc1nc2nc(SCc3nc4ccccc4[nH]3)[nH]c2cc1Br,34,i,-31

# Results, previewed entries included:
SMILES,OX1R antag-1,CHT allo act,OX1R antag-2
O=C(OCC(=O)N1CCCc2ccccc21)c1cccc(C(F)(F)F)c1,13,i,-41
Cc1ccc(C2CN(c3ccccc3)CC2C(=O)c2ccc(F)cc2)cc1 (centres undefined),7,i,-17
Cc1nc2nc(SCc3nc4ccccc4[nH]3)[nH]c2cc1Br,34,i,-31
O=C(OCc1ccc([N+](=O)[O-])cc1)C1CC(=O)N(Cc2ccccc2Cl)C1 (centres undefined),29,i,-18
O=C(Cn1c(=O)oc2ccccc21)Nc1ccc(F)c(F)c1,6,i,-20
CCN1C(=O)/C(=C\N(C)C)S/C1=N\S(=O)(=O)c1ccc(C)cc1,20,i,-15
COc1ccc(C(=O)N(C)Cc2ccccc2)cc1Br,27,i,-38
Cc1ccccc1Nc1nc(N)nc(COC(=O)CC2CC3CCC2C3)n1 (centres undefined),27,i,-15
O=C(CN1C(=O)C2CC=CCC2C1=O)Nc1ccc(F)cc1F (centres undefined),-2,·,-8
CCN(Cc1cc(=O)n2cc(Cl)c(C)c(Cl)c2n1)Cc1nc2ccccc2c(=O)[nH]1,24,i,-41
CCOC(=O)c1c(SC)nc(SC)c2c1CCC2,16,i,-15
OCCCc1n[nH]c(=S)n1-c1ccccc1,3,i,0

# Taken from above.
# OX1R antag-1 with `O=C(OCc1ccc([N+](=O)[O-])cc1)C1CC(=O)N(Cc2ccccc2Cl)C1` (centres undefined) is entered as 29
# OX1R antag-1 with `CCN(Cc1cc(=O)n2cc(Cl)c(C)c(Cl)c2n1)Cc1nc2ccccc2c(=O)[nH]1` is entered as 24
# OX1R antag-1 with `Cc1ccccc1Nc1nc(N)nc(COC(=O)CC2CC3CCC2C3)n1` (centres undefined) is entered as 27
# OX1R antag-2 with `COc1ccc(C(=O)N(C)Cc2ccccc2)cc1Br` is entered as -38
# OX1R antag-2 with `O=C(OCC(=O)N1CCCc2ccccc21)c1cccc(C(F)(F)F)c1` is entered as -41
# OX1R antag-1 with `Cc1ccc(C2CN(c3ccccc3)CC2C(=O)c2ccc(F)cc2)cc1` (centres undefined) is entered as 7
# OX1R antag-2 with `OCCCc1n[nH]c(=S)n1-c1ccccc1` is entered as 0

# (more compounds)
SMILES,OX1R antag-1,CHT allo act,OX1R antag-2
CN1CCN(C(=O)Nc2ccc([N+](=O)[O-])cc2)CC1,39,i,2
O=[N+]([O-])c1cc(-c2csc(NCCc3nc4cc(Cl)c(Cl)cc4n3CCCO)n2)ccc1Cl,40,i,-17
CCn1ncc(NC(=S)Nc2ccc3c(c2)OCO3)c1C(N)=O,14,i,-17
CCCN(CC(=O)Nc1ccccc1C)C(=O)c1ccc(-c2ccccc2)cc1,10,i,-26
COc1ccccc1C(=O)N1CCN(Cc2nc3cc([N+](=O)[O-])ccc3n2C)CC1,33,i,-25
Cc1nn(Cc2noc(C(=O)NCCCn3ccnc3)n2)c(C)c1Br,4,i,3
COc1ccc(Cc2nnc(Cl)c3ccccc23)cc1OC,19,i,-23
Cn1cc(Cl)c(-c2n[nH]c(=S)n2-c2ccccc2)n1,3,i,14
O=C(NCCCO)/C(=C\c1ccco1)NC(=O)c1ccco1,12,i,-7
Cc1cccc(NC(=O)CCC(=O)N/N=C/c2cc([N+](=O)[O-])ccc2O)c1,18,i,-22
Cc1nnc(NC(=O)C2CCCO2)s1 (centres undefined),13,i,-6
COc1ccc(S(=O)(=O)Cc2ccc(C(=O)NCCCN3CCc4ccccc4C3)o2)cc1,8,i,-41
O=C(CSCc1ccc(Br)cc1)NCc1ccccn1,18,i,-17
CC(CN1CCCCC1)OC(=O)COc1ccc(Cl)cc1 (centres undefined),13,i,-3
CC(NC(=O)c1ccc2ccccc2n1)c1ccc(S(N)(=O)=O)cc1 (centres undefined),26,i,-25
O=C(CSc1ccc(-c2ccco2)nn1)NCc1ccc(Cl)cc1,25,i,-18
COc1cc(-c2ccc(NC(C)=O)c(OC)c2)ccc1NC(C)=O,7,i,-9
CS(=O)(=O)c1ccc(NC(=O)CCCc2nc3ccccc3c(=O)[nH]2)cc1,6,i,-10
O=C(CCc1ccc(F)c(F)c1)NC1CCCN(Cc2ccc(Cl)cc2)C1 (centres undefined),3,i,-45
Cc1ccc(NC(=S)NC2CCN(Cc3ccccc3)CC2)cc1C,1,i,-9
CCOC(=O)c1c(C=O)c(C)n(Cc2ccccc2)c1C,12,i,-23
N#C/C(=C/c1ccc(N2CCCC2)c([N+](=O)[O-])c1)c1nc2ccccc2[nH]1,7,i,-7
COc1ccc(CN(CC(=O)NC2CCCC2)C(=O)CCC(=O)Nc2cc(C)on2)cc1,33,i,-32
COc1ccc(Cl)cc1N(CC(=O)N1CCCC1)S(=O)(=O)c1ccc(C)cc1,20,i,-29
CCCc1nc(SCC(=O)N2CCC(C)CC2)c2c(=O)n(C)c(=O)n(C)c2n1,16,i,-31
CCCCN(C(=O)CSCC(=O)Nc1ccc(OC)cc1)c1c(N)n(CCC)c(=O)[nH]c1=O,9,i,-8
CC(=O)Nc1cc(-c2ccc(Cl)cc2)nn1-c1ccccc1,10,i,-19
Cc1[nH]c2ccccc2c1/C=C(\C#N)S(=O)(=O)c1ccccc1,15,i,-8
CN(C)CC#CCCCCCCC#CCN(C)C,33,i,-24
CCOC(=O)/C(C#N)=C1/C=C(C)c2ccccc2N1,17,i,-20
C=CCn1c(SCC(=O)Nc2ccc(OC)cc2)nc2c([nH]c3ccccc32)c1=O,8,i,12
CCc1cc(=O)oc2c(C)c(O[C@@H]3O[C@H](CO)[C@@H](O)[C@H](O)[C@H]3O)ccc12,-2,i,-15
CCOc1ccccc1-n1c(CN2CCN(C(=O)c3ccco3)CC2)nc2ccccc2c1=O,13,i,-36
CN(CCOc1ccc(F)cc1)Cc1ccccc1,-5,i,-16
CN(C)S(=O)(=O)c1ccc(C(=O)NCCN2C(=O)S/C(=C\c3cccnc3)C2=O)cc1,20,i,-10
Cc1ccc(NC(=O)Nc2cnc3ccccc3c2)cc1,40,i,-6
COC(=O)C1(S(=O)(=O)c2cc(Br)cc3c2N(C(C)=O)CC3)CC1,10,i,-20
Cc1cccc(N2CCN(C(=O)CCNS(=O)(=O)c3cccs3)CC2C)c1 (centres undefined),25,i,-24
Cc1ccc2cc(C)c(Sc3nnnn3-c3ccccc3)nc2c1,16,i,-7
CCC(c1nnc(SCC(=O)Nc2cccnc2Cl)n1-c1ccccc1)N(C)C (centres undefined),10,i,-13
Cc1cc(OC(C)C(=O)Nc2ccncc2)ccc1Cl (centres undefined),4,i,23
COc1ccc(N/C=C2\CCc3ccccc3C2=O)cc1,39*,i,-34
COCCn1nnnc1C(C(C)C)N1CCSCC1 (centres undefined),8,i,-9
Cc1ccc(OCC(=O)Nc2cc(NC(=O)COc3ccc(C)c(C)c3)cc(C(=O)O)c2)cc1C,9,i,-3
Cc1noc(C)c1-c1nnc(-c2ccc(OC(F)(F)F)cc2)o1,4,i,-15
O=C(CSc1nnnn1C1CCCC1)c1ccc2c(c1)OCCO2,4,i,-19
Cc1ccc(S(=O)(=O)NCCC(=O)NCc2cccnc2)cc1,-1,i,-1
O=C(OCC(=O)N1c2ccccc2Sc2ccccc21)c1ccc[n+]([O-])c1,9,i,-6

# Of the compounds above, these contain a furan ring, fused or not.
SMILES,OX1R antag-1,CHT allo act,OX1R antag-2
O=C(NCCCO)/C(=C\c1ccco1)NC(=O)c1ccco1,12,i,-7
COc1ccc(S(=O)(=O)Cc2ccc(C(=O)NCCCN3CCc4ccccc4C3)o2)cc1,8,i,-41
O=C(CSc1ccc(-c2ccco2)nn1)NCc1ccc(Cl)cc1,25,i,-18
CCOc1ccccc1-n1c(CN2CCN(C(=O)c3ccco3)CC2)nc2ccccc2c1=O,13,i,-36

# Six compounds from above, sorted by their value in OX1R antag-1, smallest number first.
mol,OX1R antag-1,OX1R antag-2
Cn1cc(Cl)c(-c2n[nH]c(=S)n2-c2ccccc2)n1,3,14
Cc1ccc(OCC(=O)Nc2cc(NC(=O)COc3ccc(C)c(C)c3)cc(C(=O)O)c2)cc1C,9,-3
CC(=O)Nc1cc(-c2ccc(Cl)cc2)nn1-c1ccccc1,10,-19
CCOC(=O)/C(C#N)=C1/C=C(C)c2ccccc2N1,17,-20
COc1ccc(C(=O)N(C)Cc2ccccc2)cc1Br,27,-38
CN1CCN(C(=O)Nc2ccc([N+](=O)[O-])cc2)CC1,39,2

# Additional records
SMILES,OX1R antag-1,CHT allo act,OX1R antag-2
CCCCc1ccc(-c2nc(N)n[nH]2)cc1,11,i,-3
Cc1c(C(=O)NN2CCOCC2)oc2ccccc12,8,i,-7
CCN(CC)c1ccc(S(=O)(=O)N2CCOCC2)cc1NC(=O)CSc1cccc[n+]1[O-],7,i,-16
CCCc1c(C(=O)OCC)[nH]c2c1C(=O)CCC2,3,i,-15
S=C(NCC1CCCO1)N1CCN(Cc2ccccc2)CC1 (centres undefined),4,i,-21
COC(=O)c1ccccc1NC(=O)N[C@@H](C)C(=O)OC,-1,i,-17
COc1ccc([N+](=O)[O-])cc1NCC(=O)Nc1cc(S(=O)(=O)N2CCCCC2)ccc1C,4,·,-4
COCCNC(=O)CSc1nnc(-c2ccccc2)c(-c2ccccc2)n1,11,i,-15
CC(C)(C)CC(=O)OCC(=O)Nc1cc(C(C)(C)C)nn1-c1ccccc1,5,i,-16
O=[N+]([O-])c1ccc(CN2CCCCCC2)cc1,23,i,-12
Cc1csc(=O)n1CC(=O)OCC(=O)c1ccc(Br)cc1,11,i,-11
CCc1ccc(N2C(=O)CN(Cc3ccc(OC)c(OC)c3)C2=S)cc1,19,i,-5
CSCCC(NS(=O)(=O)c1cccs1)C(=O)NCc1cccs1 (centres undefined),15,i,-27
O=C(NC1CSCC1OC(=O)c1ccccc1)c1ccccc1 (centres undefined),15,i,-18
COc1ccc(N(CC(=O)NC2CCCC2)C(=O)c2ccc(C)s2)cc1OC,5,i,-3
Cc1ccc(C)n1-c1nnc(N2CCC(C(=O)N3CCN(C)CC3)CC2)s1,4,i,-1
COc1cc2oc3ccc(C#Cc4ccccn4)cc3c(=O)c2cc1OC,29,i,-24
Cn1nnc2cc(NC(=O)N3CC4(C)CC3CC(C)(C)C4)ccc21 (centres undefined),11,i,-7
O=C(NCc1cccs1)C1CCCN(S(=O)(=O)c2cccc3cccnc23)C1 (centres undefined),11,i,-21
COc1ccc(C(=O)OCc2c(-c3ccccc3)ncc3ccccc23)cc1,6,·,-27
Cc1ccc(N2CCN(C(=O)c3ccccc3NC(=O)C3CCCCC3C(=O)O)CC2)cc1 (centres undefined),4,i,-9
ClC1(CNc2ccccc2)CCN(Cc2ccccc2)CC1,18,i,-4
Cc1cccc(C(=O)N/N=C/c2ccccn2)c1,6,i,-2
COc1ccc(C(=O)NCc2nnc(SCC(=O)N3CCCCCC3)o2)cc1OC,9,i,-3
Cc1ccc(NC(=O)CSc2nnc([C@@H]3CCCN3C(=O)OC(C)(C)C)o2)c(C)c1,14,i,-26
Cc1cccc(-n2nnnc2SCC(=O)Nc2ccc(N3CCN(C)CC3)cc2)c1,7,i,-2
c1ccc(-c2nc(-c3cccnc3)n[nH]2)cc1,20,i,0
CN1CCN(CC(=O)N2c3ccc(S(=O)(=O)NCCNC(=O)OC(C)(C)C)cc3C(=O)Nc3cccnc32)CC1,9,i,2
CC(=O)OCC(=O)[C@@]1(O)CC[C@H]2[C@@H]3CCC4=CC(=O)C=C[C@]4(C)[C@H]3[C@@H](O)C[C@@]21C,4,i,-20
Cc1ccccc1-n1cnnc1SCC(=O)N1CCN(c2ccccc2)CC1,24,i,-23
O=C(O)c1nccnc1C(=O)NCCc1c[nH]c2ccccc12,13,i,-19
COC(=O)c1ccc(CNC(=O)[C@@H]2CCCN2S(=O)(=O)c2ccccc2F)cc1,5,·,-17
